NCI-60 one-dose screen, 48 h, at 10 µM unless noted. Numbers give growth in % (100 = growth as untreated, 0 = no growth, -100 = all killed).
SF-268 – SF-268 CNS cancer cells | 82,000 compounds, 3.1% hits | AID 1794759
PC-3 – PC-3 prostate cancer cells. 80,000 compounds, 3.9% hits. AID 1794754
OVCAR-3 – OVCAR-3 ovarian cancer | AID 1794787 | 79,000 compounds, 7% hits
SF-295 – SF-295 CNS cancer cells. AID 1794758. 79,000 compounds, 5.6% hits
DU-145 – DU-145 prostate cancer; 81,000 compounds, 4.2% hits; AID 1794760
OVCAR-8 – OVCAR-8 ovarian cancer; 81,000 compounds, 4.4% hits
U251 – U251 CNS tumor cells; 80,000 compounds, 5.4% hits; AID 1794753
SNB-19 – SNB-19 CNS cancer cells | 81,000 compounds, 2.5% hits
SF-539 – SF-539 CNS cancer | AID 1794752 | 81,000 compounds, 6.8% hits
An asterisk follows results filed as active; . = no result given; & = joins results of further samples. How the source made its calls: active means growth percent below 10; inactive means the rest.

SMILES | SF-268 | PC-3 | OVCAR-3 | SF-295 | DU-145 | OVCAR-8 | U251 | SNB-19 | SF-539
O=C1CSC(c2ccc(Cl)cc2Cl)N1n1cnnc1 (configuration not stated) | 93 | 97 | 106 | 100 | 101 | 104 | 96 | 109 | 108
CC[C@@H](C)/C=C(C)/C=C/C(=O)c1c(O)c(-c2ccc(O)cc2)cn(OC2CC(=O)CCC(C)OC(=O)CC2O)c1=O (some centres not stated) | -7.4* | 34 | 19 | -22* | 4.8* | 17 | 11 | 23 | -4.6*
COC(=O)C(N)Cc1c[nH]c2ccccc12 (configuration not stated) | 107 | 90 | 112 | 101 | 118 | 102 | 93 | 103 | 105
O=C(COc1cccc2cccnc12)Nc1ccc(C(=O)/C=C/c2cccc3ccccc23)cc1 | 105 | 101 | 94 | 99 | 91 | 95 | 98 | 96 | 100
CNC(=O)c1cc(N2CCc3cc(NC(=O)Nc4ccc(N5CCOCC5)c(C(F)(F)F)c4)ccc32)ccn1 | 48 | 8.0* | . | -21* | 27 | 23 | 29 | 23 | 24
CC(=O)[C@H]1CC[C@H]2[C@@H]3C[C@H](C)C4=CC(=O)CC[C@]4(C)[C@H]3C(=O)C[C@]12C | 97 | 91 | 110 | 120 | 112 | 101 | 98 | 100 | 98
CCOC(=O)N1CC(C)N(CC(O)CN2CCOCC2)CC1C (configuration not stated) | 105&114 | 93&103 | 100&119 | 107&141 | 96&124 | 98&109 | 90&101 | 115&117 | 90&98
Cc1c(C(=O)N[C@@H](Cc2ccccc2)C(=O)C(=O)NCc2ccccc2)oc2cc(O)c(O)cc2c1=O | 108 | 108 | 120 | 106 | 116 | 110 | 102 | 101 | 96
Clc1ccc(/C=N\N=C\c2ccc(Cl)c(Cl)c2)cc1Cl | 92 | 71 | 119 | 81 | 3.9* | 86 | 76 | 95 | 102
O=C1C(Br)CCCCCCCCCC1Br (configuration not stated) | 101 | 90 | 107 | 104 | 105 | 104 | 94 | 104 | 99
c1ccc2cc(C[n+]3ccn(CCCCCCn4cc[n+](Cc5ccc6ccccc6c5)c4)c3)ccc2c1 | 56 | 65 | 62 | 48 | 66 | . | 34 | 49 | 56
O=C1/C(=C/N2N=C(c3ccc4ccccc4c3)CC2c2ccccc2O)SC(=S)N1c1cccnc1 (configuration not stated) | 32 | . | 7.8* | 11 | 25 | 28 | 16 | 40 | -26*
CCOC(=O)c1c2c(n3ccccc13)C(=O)c1ncccc1C2=O | 20 | 20 | -20* | 22 | 8.1* | 5.6* | 0.0* | 17 | -2.1*
Cc1ccccc1C(=O)N(C(C)C)C(C)C | 96 | 91 | 107 | 91 | 108 | 102 | 89 | 98 | 93
O=C(O/C(=C/c1ccccc1)C(F)(F)F)c1ccccc1 | 96 | 104 | 103 | 114 | 102 | 101 | 102 | 110 | 103
O=C(O)C1CC2(Br)C(Br)=C(Br)C1(Br)C2(Br)Br (configuration not stated) | 102 | 98 | 105 | 91 | 112 | 88 | 95 | 90 | 94
COc1ccccc1NC(=O)Nc1ccc(-c2nc3ccccc3[nH]2)cc1 | 99 | 84 | 102 | 95 | 94 | 102 | 74 | 96 | 76
Cc1nc2sccn2c1-c1nnc(SCC(C)C)o1 | 89 | 83 | 104 | 86 | 99 | 93 | 78 | 79 | 93
CC(O)COC(C)C (configuration not stated) | 110 | 96 | 106 | . | 105 | 94 | 102 | 104 | 97
COC(=O)CC(=O)c1ccc(C)cc1 | 100 | 101 | 112 | 99 | 107 | 103 | 100 | 117 | 102
N/C(=N\c1nc2ccccc2[nH]1)NC(=O)Cc1cccc2ccccc12 | 87 | 80 | 120 | 99 | 93 | 27 | 81 | 88 | 91
O=[N+]([O-])c1cc(/C=N/N2CCCCCC2)ccc1Cl | 104&91 | 97&96 | 106&95 | 96&82 | 93&99 | 102&101 | 91&88 | 103&98 | 90&96
O=C(Nc1ccc(F)cc1)NC(Cc1ccccc1)C(=O)O (configuration not stated) | 102 | 79 | 111 | 101 | 114 | 103 | 99 | 103 | 105
COc1ccc(C[C@H](N)C(=O)N[C@@H]2[C@@H](CO)OC(n3cnc4c(N(C)C)ncnc43)[C@@H]2O)cc1 (some centres not stated) | -43* | -6.6* | -95* | -43* | -7.6* | -52* | -92* | -4.3* | -43*
COc1cc(C(=O)C[n+]2ccc3ccccc3c2)cc(OC)c1OC | 100 | 89 | 105 | 100 | 105 | 100 | 98 | 94 | 100
CC1=CC=C(NC(=O)/C=C/c2ccccc2)CC1Nc1nccc(-c2cccnc2)n1 (configuration not stated) | 54 | 25 | 20 | 44 | 31 | 61 | 38 | 67 | 14
CCCCCCCCCCCCN(C)CCCCCCCCCCCC | 108 | 82 | 111 | 108 | 110 | 105 | 105 | 95 | 102
S=C(Nc1ccccc1)Oc1ccc(-c2cssc2=S)cc1 | 103 | 94 | 110 | 97 | 111 | 113 | 102 | 96 | 99
CCCCOCc1ccc(OC)cc1 | 94 | 98 | 106 | 112 | 110 | 111 | 108 | 101 | 102
O=C1C=C(Sc2ccc3ccccc3c2)C(=O)c2ccccc21 | 102 | 87 | 99 | 120 | 110 | 95 | 106 | 88 | 129
COc1ccc(CCc2ccc3cc(OC)ccc3n2)cc1 | 121 | 97 | 115 | 88 | 110 | 107 | . | 100 | 99
O=S(=O)(NCCCNc1nccc(-c2c(-c3cccc(F)c3)nc3sccn23)n1)c1ccc(Cl)cc1 | 76 | 52 | 80 | 87 | 78 | 50 | 90 | 93 | 99
COc1cc(-c2nc3ccc(-c4nnc(SCC(=O)Nc5ccc(C(=O)/C=C/c6ccccc6)cc5)o4)cc3[nH]2)cc(OC)c1OC | 103 | 91 | 107 | 98 | 102 | 89 | 90 | 100 | 87
CC(=O)[C@H]1CC[C@H]2[C@@H]3CCC4=CC(=O)CC[C@]4(C)[C@H]3C=C[C@]12C | 84 | 61 | 85 | 92 | 84 | 87 | 74 | 105 | 97
CCCC(=O)Nc1ccccc1C | 112 | 87 | 126 | 126 | 118 | 103 | 117 | 106 | 96
FC(F)(F)c1cccc(/C=C/c2nn3c(-c4ccccc4Br)nnc3s2)c1 | 99 | 103 | 101 | 97 | 103 | 91 | 91 | 93 | 101
CCN1CCN(c2cc(C)c3cc(NC(=O)c4ccc(OC)c(OC)c4)ccc3n2)CC1 | 51 | 49 | 13 | 32 | 34 | 59 | 46 | 58 | 45
CCOC(=O)C(CC)(CC(C)c1ccccc1)C(=O)OCC (configuration not stated) | 103 | 97 | 112 | 90 | 114 | 99 | 97 | 99 | 103
Cc1ccc(S(=O)(=O)CCC(=O)Nc2ccc(S(N)(=O)=O)cc2)cc1 | 109 | 100 | 118 | 107 | 110 | 99 | 99 | 99 | 101
Cc1[nH]c(C(=O)Nc2ccc(C(N)=O)cc2OCCN2CCOCC2)c(Cl)c1Cl | 96 | 103 | 110 | 101 | 107 | 100 | 105 | 102 | 102
Cc1cc(O)ccc1Sc1ccccc1[N+](=O)[O-] | 98 | 82 | 96 | 90 | 96 | 97 | 94 | 92 | 102
ClNc1nc(NCl)nc(NCl)n1 | 100 | 95 | 111 | 96 | . | 116 | 100 | 104 | 101
CS(=O)(=O)Nc1ccc(-c2ccc3c(c2)ncn3-c2ccc(NC(=O)Nc3ccc(Cl)c(C(F)(F)F)c3)cc2)cc1 | 2.6* | -58* | -54* | -77* | -4.5* | -35* | -87* | -89* | -89*
CCN(CC)c1ccc(/C=N/NC(=O)c2ccc(Nc3ccnc(C(F)(F)F)c3)cc2)c(O)c1 | 19 | 20 | 44 | 7.6* | 31 | 45 | 14 | 16 | -46*
Cn1nc(NC(=O)C(F)(F)F)c2nccnc21 | . | 98 | 100 | 104 | 121 | 91 | 105 | 101 | 101
C[C@@H](O)[C@@H]1NC(=O)[C@@H](CCCCN)NC(=O)[C@H](Cc2c[nH]c3ccccc23)NC(=O)[C@@H](Cc2ccccc2)NC(=O)[C@H](NC(=O)[C@H](N)Cc2ccccc2)CSSC[C@H](C(=O)N[C@H](CO)[C@@H](C)O)NC1=O | 96 | 109 | 93 | 98 | 103 | 113 | 108 | 98 | 87
O=S1(=O)CCN(C2CC2)CC1 | 98 | 94 | 107 | 101 | 114 | 102 | 99 | 106 | 106
CN1C(=O)N(C)C2C1NC(=O)N2/N=C/C=C/c1ccccc1[N+](=O)[O-] (configuration not stated) | 93 | 96 | 108 | 100 | 106 | 101 | 99 | 99 | 87
Nc1nc(Cl)cc(SCc2ccc(Cl)cc2Cl)n1 | 99 | 104 | 111 | 112 | 115 | 114 | 109 | 112 | 108
Cn1ccc2c(c1=O)C(=O)c1nccc3c1c-2nc1ccccc13 | -69* | -45* | -96* | -66* | -88* | -59* | -93* | -74* | -29*
C[C@@H](C[C@H](CCOC(=O)N1CCOCC1)c1ccccc1)c1cc2ccccc2o1 | 99 | 87 | 104 | 92 | 110 | 94 | 104 | 87 | 92
CCOC(=O)C1OC2(CCCC2)OC1C(=O)OCC (configuration not stated) | 114 | 98 | 122 | 126 | 125 | 108 | 109 | 99 | 114
CC1=C(O)C(=O)C(C(C#N)(C#N)C(C#N)C#N)C1 (configuration not stated) | 84 | 106 | 95 | 101 | 95 | 101 | 113 | 108 | 104
O=c1[nH]c(O)c(/C=C2\C=Nc3ccccc32)c(=O)[nH]1 | 102 | 98 | 99 | 104 | 107 | 98 | 111 | 96 | 88
Cc1ccc(C(=O)c2ccccc2)c(C)c1 | 102 | 98 | 112 | 136 | 104 | 109 | 110 | 111 | 99
COc1ccc2cc(-c3ccc(-c4ccc(C(=N)N)cc4)s3)ccc2c1 | 95 | 89 | -15* | 101 | 61 | 101 | 101 | 96 | 99
COC(=O)[C@@]1(C)CC[C@]2(C)CC[C@]3(C)C(=CC(=O)[C@@H]4[C@@]5(C)Cc6c(n(CC#CCN7CCNCC7)c7ccccc67)C(C)(C)[C@@H]5CC[C@]43C)[C@@H]2C1 | 104 | 96 | . | 99 | 114 | 105 | 101 | 99 | 103
CC1(C)Nc2cccc3c(N=Nc4ccc(N=Nc5ccccc5)c5ccccc45)ccc(c23)N1 | 106 | 90 | . | 100 | 120 | 109 | 110 | 124 | 94
Cc1nc(Nc2ccc(Cl)cc2)sc1C(=O)/C=C/c1c(Cl)cccc1Cl | 95 | 94 | 102 | 97 | 89 | 82 | 96 | 98 | 107
COc1ccc(-c2nc(N)nc3c(OC)nccc23)cc1 | 97 | 98 | 106 | 112 | 113 | 97 | 102 | 120 | 95

Next part.
SMILES | SF-268 | PC-3 | OVCAR-3 | SF-295 | DU-145 | OVCAR-8 | U251 | SNB-19 | SF-539
O=C(O)c1ccccc1-c1c2cc(Br)c(=O)c(Br)c-2oc2c(Br)c(O)c(Br)cc12 | 100&96 | 103&101 | 106&111 | 103&100 | 105&107 | 103&111 | 105&98 | 103&108 | 104&100
Fc1cc(Nc2ccc3c(OCCCN4CCOCC4)cccc3n2)ccc1Cl | 48 | 31 | 65 | -46* | 48 | 74 | 14 | 18 | 16
COc1ccc(Cn2cc3c(c2-c2cc(OC)c(OC)c(OC)c2)CCc2cnoc2-3)cc1 | 41 | 26 | -5.4* | 1.1* | 20 | 35 | 29 | 44 | 2.6*
Oc1ccccc1C=Nc1ccccc1N=Cc1ccccc1O.[Cu+2] | 75 | . | 72 | 69 | 69 | 15 | 62 | 92 | 76
CCCCCCCCCCCCC1CCC(=O)O1 (configuration not stated) | 97 | 96 | 105 | 105 | 104 | 108 | 101 | 98 | 90
COc1ccc(-n2ncc3c2CCc2cc(S(=O)(=O)c4ccccc4)c(=O)n(C)c2-3)cc1 | 112 | 93 | 101 | 104 | 107 | 104 | 98 | . | 96
Nc1ccc(C(=O)O)cc1 | 106 | 94 | 110 | 93 | 115 | 97 | 104 | 106 | 98

Molecules above containing an aryl methoxy group, in the order listed:
SMILES | SF-268 | PC-3 | OVCAR-3 | SF-295 | DU-145 | OVCAR-8 | U251 | SNB-19 | SF-539
COc1ccccc1NC(=O)Nc1ccc(-c2nc3ccccc3[nH]2)cc1 | 99 | 84 | 102 | 95 | 94 | 102 | 74 | 96 | 76
COc1ccc(C[C@H](N)C(=O)N[C@@H]2[C@@H](CO)OC(n3cnc4c(N(C)C)ncnc43)[C@@H]2O)cc1 (some centres not stated) | -43* | -6.6* | -95* | -43* | -7.6* | -52* | -92* | -4.3* | -43*
COc1cc(C(=O)C[n+]2ccc3ccccc3c2)cc(OC)c1OC | 100 | 89 | 105 | 100 | 105 | 100 | 98 | 94 | 100
CCCCOCc1ccc(OC)cc1 | 94 | 98 | 106 | 112 | 110 | 111 | 108 | 101 | 102
COc1ccc(CCc2ccc3cc(OC)ccc3n2)cc1 | 121 | 97 | 115 | 88 | 110 | 107 | . | 100 | 99
COc1cc(-c2nc3ccc(-c4nnc(SCC(=O)Nc5ccc(C(=O)/C=C/c6ccccc6)cc5)o4)cc3[nH]2)cc(OC)c1OC | 103 | 91 | 107 | 98 | 102 | 89 | 90 | 100 | 87
CCN1CCN(c2cc(C)c3cc(NC(=O)c4ccc(OC)c(OC)c4)ccc3n2)CC1 | 51 | 49 | 13 | 32 | 34 | 59 | 46 | 58 | 45
COc1ccc2cc(-c3ccc(-c4ccc(C(=N)N)cc4)s3)ccc2c1 | 95 | 89 | -15* | 101 | 61 | 101 | 101 | 96 | 99
COc1ccc(-c2nc(N)nc3c(OC)nccc23)cc1 | 97 | 98 | 106 | 112 | 113 | 97 | 102 | 120 | 95
COc1ccc(Cn2cc3c(c2-c2cc(OC)c(OC)c(OC)c2)CCc2cnoc2-3)cc1 | 41 | 26 | -5.4* | 1.1* | 20 | 35 | 29 | 44 | 2.6*
COc1ccc(-n2ncc3c2CCc2cc(S(=O)(=O)c4ccccc4)c(=O)n(C)c2-3)cc1 | 112 | 93 | 101 | 104 | 107 | 104 | 98 | . | 96

Compound activity from PubChem BioAssay.
